# Hep lipid drop – modulators of hepatic lipid droplet formation; inhibition, % at 6.5 µM; AML12 mouse hepatocytes, oleate lipid droplets, BODIPY imaging; 240,000 tested, 0.4% active;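 active = lipid droplet intensity inhibited by at least 50%, with more than 500 cells counted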
#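 System: AML12 hepatocytes (mouse). Probe or stimulus: oleic acid at 100 µM to induce lipid droplet formation. Times: overnight treatment with compound plus oleate. Detection: Image-based BODIPY and DAPI two-channel analysis. Evaluation: percent inhibition of filter-corrected integrated lipid droplet intensity per well.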
# bCat nuc transl – alters nuclear translocation of beta-catenin in HeLa cells; nuclear translocation activity, % at 5 µM; AID 1665; immunofluorescence imaging; 190,000 tested, 0.3% active;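 active = nuclear translocation activity above 50% at 5 µM, with a well cell count of 50 or more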;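 also: per-cell ratio of nuclear to cytoplasmic median beta-catenin stain intensity; plate controls were DMSO negative control for no effect and GSK-3 inhibitor IX positive control for full effect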
#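 test system = HeLa cells, endogenous beta-catenin | dosing = single 5 µM dose plus 0.02–20 µM confirmation series | times = compound treatment 24 h, 37°C, 5% CO2 | technique = beta-catenin immunofluorescence imaging with DAPI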
# Dynein transport – dynein cargo transport inhibition; 3617.4 mouse cells, GR-EGFP nuclear translocation imaging; test concentration mostly 20 µM; stimulated with dexamethasone, 1 µM; active compounds read low; z-score, hits read low; 220,000 tested, 0.47% active;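 active = plate z-score of nuclear minus cytoplasmic receptor signal below a set negative limit, without overly bright fluorescence or cell loss, cut at about -3.5 in these data, passing the limit was not always enough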;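 also: z-score of nuclear minus cytoplasmic ring GR-EGFP intensity difference per well; some compounds called inactive have numbers as strong as hits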
#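 Buffer or medium: tetracycline-free induction medium containing charcoal-stripped FBS / Reagent: dexamethasone agonist, 1.0 µM final, for 30 min / Technique: automated 10x imaging of fixed Hoechst-stained cells / Times: induction 48 h, compound 1 h, agonist 30 min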
# T cell modulator – T cell immune modulation candidate. calls only at 7 µM. 2C CD8+ T cell-vesicle binding, flow cytometry; active compounds read low. AID 2052. 330,000 tested, 0.068% active;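 active = response, share of CD8 T cells binding vesicles, and their 90th percentile fluorescence all below set limits, cut at about 80% in these data, passing the limit was not always enough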
#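 Incubation: binding step 1.5 h, 37 °C, antibody labelling 20 min, ice; system: murine 2C transgenic CD8+ T lymphocytes; technique: cytometric PE anti-B7-1 and Alexa647 anti-CD8 signals after 1% paraformaldehyde fixation; also added: QL9-charged Drosophila Ld/ICAM-1/B7-1 vesicles; control set: naked versus QL9-loaded vesicles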
# Autophagy HCS – autophagy modulation, high-content screen; MEF GFP-LC3 puncta imaging; test concentration mostly 10 µM; calls only at 10 µM (by protocol); 190,000 tested, 0.98% active;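 active = percentage of spot-positive cells more than 3 SD above its plate mean, without a fluorescence outlier flag or 80% toxicity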;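 also: spot-positive cell cutoff set from DMSO-treated cells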
# ER stress rescue – rescue of cells from ER stress-induced death, primary screen, 384-well, CSM14.1, thapsigargin, ATP luminescence (AID 1222). cellular ATP content (survival), % at 20 µM; hits with a dose series show EC50 in µM. 190,000 tested, under 10 active. CSM14.1 thapsigargin-induced death rescue, ATP luminescence; higher % means a stronger effect;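 active = EC50 below 50 µM in the dose-response confirmation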;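 also: death triggered by thapsigargin at about 15 µM added after 2 h compound pretreatment; cell ATP read after overnight thapsigargin exposure of roughly 18 to 22 hours; normalized against plate controls of thapsigargin alone and 5% DMSO vehicle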
# Salmonella PhoP GFP – inhibitors of PhoP regulon expression, primary screen, Salmonella Typhimurium, GFP reporter (AID 1863) | inhibition, % at 50 µM; hits with a dose series show IC50 in µM | 300,000 tested, 0.16% active | S. Typhimurium PhoP-regulated promoter GFP reporter, 4 h; higher % means a stronger effect;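 active = inhibition over 29.93%, a cutoff 3 SD above the screen mean, later confirmed by dose response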;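 also: 0% = low Mg2+ inducing control and 100% = high Mg2+ repressing control; strong numbers were not always called active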
# Ins promoter up – MIN6 insulin promoter up-regulation; 190,000 tested, 0.3% active; MIN6 insulin promoter-GFP reporter, high-content imaging; active compounds read high; z-score at 5 µM; AID 1625;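 active = z-score above 3 at 5 µM with at least 500 cells counted in the well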
# MT stabilize HCS – stabilizes microtubules in HeLa cells; HeLa tubulin immunostaining HCS, 24 h; share of cells brighter than vehicle mean+2SD; % tubulin-high responders, % at 10 µM; 200,000 tested, 0.83% active;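 active = plate Z-score above 3 for both tubulin-high and condensed-nucleus cell shares, with cell loss under 80%, at 10 µM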;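 also: anti alpha tubulin signal scored within the nucleus-defined area of each cell; some results filed as inactive read as strong as hits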
# Dynein transport cytoplasmic EGFP – further read-out of Dynein transport, marked with its call; z-score; measured here: cytoplasmic GR-EGFP intensity; active compounds read high
# Dynein transport nuclear GR-EGFP – further read-out of Dynein transport, marked with its call; z-score; measured here: nuclear GR-EGFP intensity;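 lower value marks the stronger effect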
# Dynein transport cell count – also measured in Dynein transport; calls as there; z-score; measured here: cell count per field
# Ins promoter up cell count – recorded beside Ins promoter up, whose call it bears; cell count; measured here: cytotoxicity, nuclei count;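 total cells summed across four imaged fields per well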
# Hep lipid drop cells 6.5 µM – recorded beside Hep lipid drop, whose call it bears; cell count; measured here: cell count, cytotoxicity flag;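 cells counted across two imaged fields per well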
# bCat nuc transl cell count 5 µM – further read-out of bCat nuc transl, marked with its call; cell count; measured here: cell count, cytotoxicity flag
# T cell modulator vesicle-bound % – recorded beside T cell modulator, whose call it bears; double positive events, %; measured here: CD8+ vesicle-bound cell fraction;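 binding gate set so that unloaded-vesicle control wells show 10% double positive cells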
# MT stabilize HCS Hoechst-high % – second read-out of MT stabilize HCS, no call of its own (marks repeat the call); % Hoechst-high responders; measured here: nuclear condensation Hoechst responders;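 share of cells brighter than vehicle mean plus two SD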
# MT stabilize HCS cytotoxicity % – also measured in MT stabilize HCS; calls as there; toxicity, %; measured here: cytotoxicity by cell density;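 0% = mean cell density of plate MIN control wells and 100% = no cells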
# Autophagy HCS cell loss 18 h – also measured in Autophagy HCS; calls as there; toxicity, %; measured here: cell loss, nuclei count;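 cell loss after 18 h compound exposure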
# An asterisk follows results filed as active; i = inactive; . = no result given. Not a hit list. About 3% of those tested had a hit in this group.
SMILES,Hep lipid drop,Hep lipid drop cells 6.5 µM,bCat nuc transl,bCat nuc transl cell count 5 µM,Dynein transport,Dynein transport cytoplasmic EGFP,Dynein transport nuclear GR-EGFP,Dynein transport cell count,T cell modulator,T cell modulator vesicle-bound %,Autophagy HCS,Autophagy HCS cell loss 18 h,ER stress rescue,Salmonella PhoP GFP,Ins promoter up,Ins promoter up cell count,MT stabilize HCS,MT stabilize HCS Hoechst-high %,MT stabilize HCS cytotoxicity %
CCCCn1c(SCC(=O)Nc2cc(C(F)(F)F)cc(C(F)(F)F)c2)nnc1C(CC)N(C)C (stereo unspecified),78*,608*,1.6,1098,0.56,-0.32,0.1,-0.13,i,23,i,12,0.1%,6%,-0.83,1407,1.4,2.5,1.2
O=C1C=C(NNC(=O)c2cccnc2)CC(c2ccco2)C1 (stereo unspecified),12,734,1.6,1052,1,-0.28,0.69,-0.087,i,29,i,2,1.2%,0%,0.22,1321,2.6,1.4,6.4
CCOC(=O)COc1cc(N)c(Cl)cc1Cl,-8,711,1.1,1062,0.2,-0.35,-0.07,1.1,i,30,i,8,-0.5%,-2%,0.09,1253,2.8,2.7,11
O=C(CCCn1nnc(-c2cccnc2)n1)c1ccc(F)cc1,.,.,-2.6,994,-0.67,-0.19,-0.019,0.22,i,44,i,-3,2.0%,11%,-1.2,1420,4.4,1.8,7.9
CCc1ccccc1NC(=O)N1C2CCCC1CC(NC(=O)C(C)(C)C)C2 (stereo unspecified),.,.,-3.7,1179,0.89,-0.15,0.91,-0.13,i,51,i,12,0.0%,-1%,-0.3,1189,3.2,3.3,1.5
COCCN(Cc1cc2cccc(C)c2[nH]c1=O)C(=O)c1ccccc1,-34,602,-0.2,1081,-1.4,-0.25,-0.54,0.88,i,42,i,-1,0.5%,1%,0.7,1858,1.8,1.9,8.0
O=C1N/C(=N\S(=O)(=O)Cc2ccccc2)S/C1=C/c1cccc([N+](=O)[O-])c1,.,.,-0.6,1276,0.32,-0.21,0.14,-0.17,i,20,.,.,.,-4%,0.06,1374,.,.,.
Cc1cc(C)nc(NC(=O)Nc2ccccc2C(F)(F)F)n1,.,.,-0.2,859,-0.91,-0.19,-0.18,0.9,i,12,i,9,-1.6%,-2%,-0.33,1105,2.6,1.3,2.7
O=C(NCc1ccccc1)c1ccc(=O)oc1,25,743,-0.8,1328,0.83,-0.22,0.17,-0.69,i,47,.,.,.,-5%,0.86,1183,.,.,.
Cc1cc(C)nc(SCC(=O)NN=C2CCCC2)n1,-16,730,1.6,691,0.0099,-0.39,-0.31,0.4,i,23,i,3,-1.3%,-12%,.,.,1.7,2.2,8.2
Cc1nc2nc(CSc3nc4ccccc4s3)cc(=O)n2[nH]1,-12,753,-2.0,1272,-0.12,-0.21,0.0054,-0.43,i,32,i,1,-1.8%,-11%,0.86,1249,7.1,2.2,8.2
Cc1cccc(C)c1NC(=O)CCCCCC1NC(=O)NC1C (stereo unspecified),-16,747,-2.8,566,0.58,-0.31,0.4,-0.17,i,40,i,25,2.0%,2%,.,.,2.3,2.0,1.9
COC(=O)c1ccc(NC(=O)c2snnc2-c2ccccc2)cc1,-2,695,2.3,864,0.71,-0.27,1.2,-1.4,i,32,i,4,-1.2%,-2%,-0.23,1523,0.7,4.1,13
O=C(NCCOc1ccccc1F)Nc1ccc(Br)cc1,0,665,-0.9,1135,-0.7,-0.22,-0.21,0.4,i,34,i,10,0.2%,-7%,-0.18,1248,3.0,1.9,6.1
C/C(N)=C(/C#N)C(=O)CSc1nc2ccc(C)cc2[nH]1,.,.,-2.4,583,0.19,-0.22,0.53,0.3,i,11,i,3,-3.2%,-6%,-0.16,1492,3.7,1.3,4.6
Cc1cnc(NC2=NCCC2)s1,10,732,1.0,1029,0.68,-0.24,0.13,-0.41,i,40,i,1,1.4%,6%,-0.69,914,7.6,1.6,7.2
Cc1c(-c2cc(C(=O)O)c3ccccc3n2)cnn1C,1,655,2.0,863,-0.92,-0.25,-0.19,0.93,i,52,i,3,-1.3%,5%,0.23,1676,1.8,2.2,5.8
CNC(=O)c1c(NC(=O)c2nc3ccccc3s2)sc2c1CCC2,.,.,.,.,-0.85,0.55,-0.23,0.74,i,18,i,9,i,-12%,-0.25,938,5.8,9.8,11
Cc1ccc(-n2c(Cl)c(Cl)[nH]c(=O)c2=O)cc1,-4,623,1.0,920,-0.71,-0.28,-0.14,0.99,i,14,i,-2,0.8%,-8%,0.35,1194,2.6,2.3,5.3
COc1ccc(-n2c(CNc3ccc(C)cc3)nnc2SCc2ccccc2)cc1,-21,639,-1.0,742,-0.27,-0.27,-0.21,1.1,i,30,i,-3,-2.6%,32%,-1,1198,3.0,2.5,6.0
O=S(=O)(CCc1nc2ccccc2[nH]1)c1ccc(Br)cc1,-20,689,.,.,-0.97,-0.33,-0.68,0.5,i,48,i,-1,-1.4%,-18%,0.28,1249,6.4,2.3,5.1
COc1cc(OC)cc(C(=O)Nc2cc(-c3cn4cccnc4n3)ccc2C)c1,15,702,2.0,1075,-1.2,-0.29,-0.42,0.29,i,50,i,-10,1.0%,-1%,-0.72,1453,2.1,1.9,6.7
CCOc1ccc(-n2c(SCC(N)=O)nc3c([nH]c4ccccc43)c2=O)cc1,.,.,.,.,0.9,-0.11,0.88,-0.73,i,43,i,1,-0.3%,4%,-1.2,1030,3.3,3.2,6.8
CC(C)c1ccc(NC(=O)C(c2ccc3c(c2)OCO3)N2CCCCC2)cc1 (stereo unspecified),.,.,.,.,1.6,-0.16,1.4,-1.2,i,16,i,22,0.5%,1%,-0.99,758,1.6,3.5,10.0

# Single records (already shown). Order of screens: Hep lipid drop	Hep lipid drop cells 6.5 µM	bCat nuc transl	bCat nuc transl cell count 5 µM	Dynein transport	Dynein transport cytoplasmic EGFP	Dynein transport nuclear GR-EGFP	Dynein transport cell count	T cell modulator	T cell modulator vesicle-bound %	Autophagy HCS	Autophagy HCS cell loss 18 h	ER stress rescue	Salmonella PhoP GFP	Ins promoter up	Ins promoter up cell count	MT stabilize HCS	MT stabilize HCS Hoechst-high %	MT stabilize HCS cytotoxicity %
# `Cc1c(-c2cc(C(=O)O)c3ccccc3n2)cnn1C` across the screens: 1	655	2.0	863	-0.92	-0.25	-0.19	0.93	i	52	i	3	-1.3%	5%	0.23	1676	1.8	2.2	5.8
# `CC(C)c1ccc(NC(=O)C(c2ccc3c(c2)OCO3)N2CCCCC2)cc1` (stereo unspecified) across the screens: .	.	.	.	1.6	-0.16	1.4	-1.2	i	16	i	22	0.5%	1%	-0.99	758	1.6	3.5	10.0
# `C/C(N)=C(/C#N)C(=O)CSc1nc2ccc(C)cc2[nH]1` across the screens: .	.	-2.4	583	0.19	-0.22	0.53	0.3	i	11	i	3	-3.2%	-6%	-0.16	1492	3.7	1.3	4.6

# A draw from above in order of SMILES length, rising.
SMILES,Hep lipid drop,Hep lipid drop cells 6.5 µM,bCat nuc transl,bCat nuc transl cell count 5 µM,Dynein transport,Dynein transport cytoplasmic EGFP,Dynein transport nuclear GR-EGFP,Dynein transport cell count,T cell modulator,T cell modulator vesicle-bound %,Autophagy HCS,Autophagy HCS cell loss 18 h,ER stress rescue,Salmonella PhoP GFP,Ins promoter up,Ins promoter up cell count,MT stabilize HCS,MT stabilize HCS Hoechst-high %,MT stabilize HCS cytotoxicity %
Cc1nc2nc(CSc3nc4ccccc4s3)cc(=O)n2[nH]1,-12,753,-2.0,1272,-0.12,-0.21,0.0054,-0.43,i,32,i,1,-1.8%,-11%,0.86,1249,7.1,2.2,8.2
COCCN(Cc1cc2cccc(C)c2[nH]c1=O)C(=O)c1ccccc1,-34,602,-0.2,1081,-1.4,-0.25,-0.54,0.88,i,42,i,-1,0.5%,1%,0.7,1858,1.8,1.9,8.0
COc1ccc(-n2c(CNc3ccc(C)cc3)nnc2SCc2ccccc2)cc1,-21,639,-1.0,742,-0.27,-0.27,-0.21,1.1,i,30,i,-3,-2.6%,32%,-1,1198,3.0,2.5,6.0

# Carrying on.
SMILES,Hep lipid drop,Hep lipid drop cells 6.5 µM,bCat nuc transl,bCat nuc transl cell count 5 µM,Dynein transport,Dynein transport cytoplasmic EGFP,Dynein transport nuclear GR-EGFP,Dynein transport cell count,T cell modulator,T cell modulator vesicle-bound %,Autophagy HCS,Autophagy HCS cell loss 18 h,ER stress rescue,Salmonella PhoP GFP,Ins promoter up,Ins promoter up cell count,MT stabilize HCS,MT stabilize HCS Hoechst-high %,MT stabilize HCS cytotoxicity %
COc1cccc(/C=C(\CC(=O)O)c2nc3ccccc3s2)c1,24,722,0.2,1121,0.24,-0.26,0.014,0.21,i,19,i,13,1.2%,-8%,-0.36,1293,1.7,0.9,1.8
CCOC(=O)CSc1nn(C)c(=S)s1,0,641,-2.7,1149,-0.18,-0.26,-0.0044,0.21,i,33,.,.,.,-5%,-0.24,2004,4.5,1.6,1.8
O=c1c2ccccc2nc(-c2ccccc2Cl)n1O,8,656,-1.0,1075,-0.41,-0.3,0.16,-0.023,i,50,i,0,-0.4%,-2%,0.16,1269,1.7,2.0,1.5
Cc1cc(C)cc(NC(=O)Nc2ccc(-n3ccc(C(F)(F)F)n3)cc2)c1,-14,663,-0.6,1338,0.18,-0.18,1.1,-0.59,i,23,.,.,.,-9%,-0.1,995,.,.,.

# Bioassay records: PubChem, several laboratories
